Assay outcomes (PubChem BioAssay)
Runt-SMMHC FRET: inhibitors of RUNX1 Runt–CBFb-SMMHC binding, primary screen, biochemical, FRET, Cerulean-Runt, Venus-CBFb-SMMHC, uHTS | Runt-related transcription factor 1 (Homo sapiens) + Core-binding factor subunit beta … | Cerulean-Runt/Venus-CBFb-SMMHC FRET ratio 530/480, 1 h | inhibition, % at 20 µM | actives 0.74% (n = 220,000);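 active means mean inhibition across duplicate retests at 20 µM reaching about 50%, limit read from the data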;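 further: 0% = DMSO wells and 100% = wells with excess untagged CBFb-SMMHC; inhibitors lower the FRET ratio by blocking Runt binding to CBFb-SMMHC; some results filed as inactive read as strong as hits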
Hck Nef HTS: inhibitors of Nef-activated human Hck kinase, primary screen, biochemical, Z-Lyte FRET, 384-well, Hck-YEEI; Recombinant Hck-YEEI plus Nef, Z-Lyte FRET kinase assay; AID 463187, 2010; Tyrosine-protein kinase HCK (Homo sapiens), P08631; actives 0.68% (n = 220,000); inhibition, % at 20 µM;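 active means Hck-Nef kinase inhibition above about 50%, limit read from the data; inactive means inhibition below that limit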;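 further: 0% = DMSO with Hck plus Nef and 100% = Hck alone without Nef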
TNF necrop inh: inhibitors of TNF-alpha triggered necroptosis, primary screen, cell-based, Jurkat FADD-/-, single concentration | Jurkat FADD-/- TNF necroptosis rescue, ATP luminescence, 24 h; 0 = TNF only, 100 = no-TNF cells | activation (protection from cell death), % at 10 µM | actives 0.068% (n = 220,000) | AID 463075, 2010;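 active means activation, meaning protection from cell death, of at least 50% relative to plate controls; inactive means activation below 50%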;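 further: necroptosis triggered by 40 ng/mL TNF-alpha added together with compound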
PERK inh: block of dimerizer-induced PERK translation repression, primary screen, PERK inhibitor project, CHO PERK-DD cells, SEAP luminescence, HTS; Eukaryotic translation initiation factor 2-alpha kinase 3 (Homo sapiens), Q9NZJ5; CHO PERK-DD fusion, SEAP luminescence translation reporter; inhibition, % at 5.6 µM; actives 0.17% (n = 220,000); AID 1416, 2008;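 active means inhibition above the mean inhibition of all tested compounds plus 3 SD, set separately per screening campaign, cut at about 2.9% in these data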;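 further: PERK kinase domain activated by AP20187 dimerizer at 100 nM; 0% = DMSO with dimerizer and 100% = rapamycin at 8.4 µM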
Target sequence (Q9NZJ5 whole entry, looked up, the tested form may be a part): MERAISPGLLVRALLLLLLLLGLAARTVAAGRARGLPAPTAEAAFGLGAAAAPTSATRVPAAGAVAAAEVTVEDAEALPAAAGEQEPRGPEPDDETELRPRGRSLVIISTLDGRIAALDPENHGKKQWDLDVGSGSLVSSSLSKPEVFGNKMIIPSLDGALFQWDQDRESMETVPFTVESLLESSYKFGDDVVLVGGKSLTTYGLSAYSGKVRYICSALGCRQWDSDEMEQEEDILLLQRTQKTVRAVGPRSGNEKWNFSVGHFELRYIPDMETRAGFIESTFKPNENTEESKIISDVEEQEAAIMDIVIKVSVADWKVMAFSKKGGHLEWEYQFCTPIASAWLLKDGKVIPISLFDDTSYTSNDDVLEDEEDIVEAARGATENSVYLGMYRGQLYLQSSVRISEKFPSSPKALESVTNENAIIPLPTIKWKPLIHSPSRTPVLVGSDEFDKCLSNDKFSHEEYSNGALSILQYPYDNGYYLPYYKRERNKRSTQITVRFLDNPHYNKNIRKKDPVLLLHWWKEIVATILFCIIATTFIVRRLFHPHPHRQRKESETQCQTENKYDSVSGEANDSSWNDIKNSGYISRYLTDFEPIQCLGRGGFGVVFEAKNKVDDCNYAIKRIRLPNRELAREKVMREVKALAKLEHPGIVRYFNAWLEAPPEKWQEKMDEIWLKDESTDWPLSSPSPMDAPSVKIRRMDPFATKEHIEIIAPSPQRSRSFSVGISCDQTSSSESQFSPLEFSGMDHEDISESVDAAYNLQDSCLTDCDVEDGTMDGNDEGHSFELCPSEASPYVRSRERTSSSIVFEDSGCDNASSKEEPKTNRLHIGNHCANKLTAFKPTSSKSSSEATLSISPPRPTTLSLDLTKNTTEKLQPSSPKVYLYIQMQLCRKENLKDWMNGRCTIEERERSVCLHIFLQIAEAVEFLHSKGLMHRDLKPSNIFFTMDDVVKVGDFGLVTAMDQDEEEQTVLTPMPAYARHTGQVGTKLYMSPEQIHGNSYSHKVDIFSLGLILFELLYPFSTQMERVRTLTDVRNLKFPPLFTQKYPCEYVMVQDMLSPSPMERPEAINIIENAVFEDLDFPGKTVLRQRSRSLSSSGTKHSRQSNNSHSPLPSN
EP2 antag: human EP2 receptor antagonists, primary screen, TR-FRET cAMP, C6 glioma cells | actives 0.52% (n = 260,000) | inhibition, % at 25 µM | Prostaglandin E2 receptor EP2 subtype (Homo sapiens), P43116 | AID 1422, 2008 | C6 glioma cells expressing human EP2; cells stimulated with saturating PGE2;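 active means percent inhibition above 40 after rounding to a whole number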;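 further: rat C6 glioma host cells with rolipram phosphodiesterase inhibitor present; the protocol text gives 20 µM as final concentration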
EP2 mod: EP2 receptor modulators, cAMP readout, primary screen, cell-based, HTRF cAMP, PGE2 stimulation; EP2-expressing cells, cAMP HTRF FRET, PGE2 co-stimulation; induction, % at 25 µM; actives 0.83% (n = 260,000); AID 940, 2007;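 active means compounds whose cAMP rise, as percent of the full-agonist control response, exceeds 60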;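 further: rat C6 glioma line stably carrying human EP2 under a CMV promoter; the protocol text gives 20 µM as final concentration; 100% = response of wells given 1 µM PGE2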
RBBP9 inhibitor: human RBBP9 inhibitors, primary screen, biochemical, fluorescence polarization, FP-Rh probe, HTS; Serine hydrolase RBBP9 (Homo sapiens), O75884; recombinant RBBP9; inhibition, % at 7.94 µM; actives 0.2% (n = 220,000); AID 1515, 2009;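 active means inhibition above the campaign mean of all tested compounds plus 3 SD, cut at about 14% in these data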;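 further: plate controls were DMSO wells with RBBP9 for no effect and wells lacking RBBP9 protein for full effect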
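Measured by – fluorescence polarization · Test system – RBBP9 protein · Input – 2.5 µM RBBP9 dispensing solution, before mixing · Measure – percent inhibition from mP, scaled between DMSO and no-protein wells · Benchmarks – DMSO-treated enzyme wells and wells lacking RBBP9 · Times – preincubation 30 min plus labeling 45 min at 25 °C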
Runt-CBFb FRET: inhibitors of RUNX1 Runt–CBFb binding, primary screen, biochemical, FRET, Cerulean-Runt, Venus-CBFb, uHTS | actives 0.46% (n = 220,000) | Cerulean-Runt/Venus-CBFb FRET ratio 530/480, 1 h | inhibition, % at 20 µM;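 active means inhibition over about 50% at 20 µM in the single-dose screen, limit read from the data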;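 further: 0% = DMSO wells and 100% = excess unlabeled CBFb competitor control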
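Buffer or medium: Tris pH 7.5 buffer with BSA. Assay system: Cerulean-labeled Runt domain protein. Amount: each fluorescent fusion protein 100 nM. Read-out basis: loss of energy transfer signal. Incubation: 1 h compound exposure, room temperature. Probe or stimulus: Venus-CBFb binding partner, 100 nM. Detection: FRET, excitation 422 nm, emission at 530 and 480 nm.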
zVAD death inh: inhibitors of zVAD-triggered necroptosis, primary screen, L929 cells | L929 zVAD necroptosis rescue, ATP luminescence, 24 h; with zVAD 60 µM | viability rescue, % at 10 µM | actives 0.38% (n = 220,000) | AID 1377, 2008;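 active means activation, scaled between plate controls, above about 75%, limit read from the data; inactive means activation under that limit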;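 further: 0% = zVAD with DMSO and 100% = DMSO alone without zVAD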
* hit, by the source's call; · = no result given; & = joins results of further samples. These rows are one share of the data (hit frequency here may not be typical).

SMILES	Runt-SMMHC FRET	Hck Nef HTS	TNF necrop inh	PERK inh	EP2 antag	EP2 mod	RBBP9 inhibitor	Runt-CBFb FRET	zVAD death inh
O=C(CN1CCOc2ccccc21)N1CCCC1	2	-3	0.3	0.7	9	17	-10	2	·
COC(=O)c1cc(C(C)=O)c(C)[nH]c1=O	4	13	1.0	0.6	7	-4	-3	1	0.7
O=S(=O)(/N=C(\Sc1ccccc1)c1ccccc1)c1ccc(Cl)cc1	28	1	-8.0	1.5	2	46	2	32	0.1
Cc1ccc(OCC(=O)NCCO)cc1C	-2	1	0.3	1.8	20	38	3	-1	0.5
COc1ccc(-c2cc(N)n(S(=O)(=O)c3c(F)c(F)c(F)c(F)c3F)n2)cc1OC	6	1	-16	-0.8	17	-54	-6	-1	62
CC(C)CC(=O)NC(c1cccs1)c1ccc2cccnc2c1O (stereo not given)	·	21	-16	-0.7	8	12	-3	·	18
CC(NC(=O)CSc1nnc(-c2cc3cc(Cl)ccc3o2)n1C)c1ccccc1 (stereo not given)	-5	1	-0.7	-0.6	7	-8	-11	-6	-0.1
CCOc1ccc(NC(=O)CN2CCC(n3cnc4cc(F)ccc43)CC2)cc1	0	16	2.9	1.0	4	-49	-3	-5	72
C=CCN(c1ccccc1)S(=O)(=O)c1ccc(Cl)c(C(=O)OCC(=O)N(C)C2CCS(=O)(=O)C2)c1 (stereo not given)	-1	1	0.2	-0.2	4	31	-9	-4	0.2
Cc1onc(-c2ccccc2)c1-c1ccnn1C(=O)NC(C)C	-1	10	1.8	-0.8	5	-15	-8	0	0.3
CS(=O)(=O)N(CC(=O)N1CCCC1)c1ccc(OCc2ccccc2)cc1	-5	12	-1.2	0.1	11	11	-4	2	0.0
Cc1ccc(OCC(O)CN2CCN(c3ccccc3)CC2)cc1 (stereo not given)	-2	1	-0.5	0.6	6	-4	8	-4	-0.4
Cc1c(Cl)cccc1NC(=O)CNC(=O)c1ccc(F)cc1	-2	3	2.0	0.9	10	-9	-5	1	1.2
CCOC(=O)CSc1ncnc2c1cnn2-c1ccc(C)cc1C	-4	16	1.3	0.5	3	30	-9	-1	1.6
COC(=O)c1cccc(N2C(=O)c3cccnc3C2=O)c1	-3	6	0.6	1.0	15	36	8	7	1.3
CCOc1cc(CNc2ccc(N3CCCCC3)cc2)cc(Br)c1OCC(=O)NC(C)(C)C	-1	4	2.9	0.4	5	19	10	-1	4.5
CCc1c(C)nc2ncnn2c1N1CCC(C(=O)Nc2ccccc2)CC1	-1	3	0.0	-0.6	4	4	-6	0	0.1
COc1cc(OC)cc(C(=O)N2CCN(C3CCN(Cc4ccccc4)CC3)CC2)c1	-2	3	-1.0	-1.0	·	5	-5	1	-0.2
N#CC1=C(N)C(C#N)(C#N)C2(CCC3(CC2)OCCO3)C2CC3(CC=C12)OCCO3 (stereo not given)	-1	2	-1.3	-1.3	8	11	3	1	-0.1
Cc1ccc(C(=O)c2cnc3ccccc3c2-c2ccccc2)cc1	-2	0	-4.1	-0.1	4	92*	-9	-4	0.5

The last two compounds of the part before are carried over, then new ones follow.
SMILES	Runt-SMMHC FRET	Hck Nef HTS	TNF necrop inh	PERK inh	EP2 antag	EP2 mod	RBBP9 inhibitor	Runt-CBFb FRET	zVAD death inh
N#CC1=C(N)C(C#N)(C#N)C2(CCC3(CC2)OCCO3)C2CC3(CC=C12)OCCO3 (stereo not given)	-1	2	-1.3	-1.3	8	11	3	1	-0.1
Cc1ccc(C(=O)c2cnc3ccccc3c2-c2ccccc2)cc1	-2	0	-4.1	-0.1	4	92*	-9	-4	0.5
O=C(NCc1ccccc1Cl)C(=O)NCC(c1ccco1)N1CCOCC1 (stereo not given)	-2	15	3.2	-0.4	4	-16	-3	0	1.1
CCN(CC)c1ccc(NC(=O)c2ccc(Br)o2)cc1	8	-2	1.7	0.5	4	28	-1	8	54
Nc1cc(=O)[nH]c(SCC(=O)Nc2ccc(S(=O)(=O)N3CCOCC3)cc2)n1	1	-2	-0.6	-0.9	9	25	-10	3	-0.2
CC1=CC(=O)C=C(C)C1=NOc1ccc([N+](=O)[O-])cc1	11	18	-11	0.3	3	-2	-1	5	-1.0
CCOC(=O)c1c(C)c(C(=O)NCc2cccnc2)c(C)n1CC	-8	-6	1.0	-0.8	6	5	-15	0	0.5
O=C(NC1CCCCC1)c1ccc2c(=O)n(CC3CCCO3)c(=O)[nH]c2c1 (stereo not given)	-3	1	-5.1	1.1	12	1	-10	0	0.1
Fc1ccc(N/N=C(/c2ccccc2)c2ccccn2)cc1	1	4	0.4	0.7	7	54	-3	9	0.1
C=C(C)CSc1nc(C)c(Cc2ccccc2)c(=O)[nH]1	2	0	-2.0	1.4	9	22	-2	0	0.4
Cc1ccc(S(=O)(=O)N2CCN(C)CC2)c(C)c1	3	1	0.8	-0.8	5	5	2	-2	0.2
C=CCn1c(-c2sc(-c3ccccc3)nc2C)n[nH]c1=S	1	10	0.5	0.6	10	-1	-1	4	0.8
O=C(CSc1nc2c([nH]c3ccccc32)c(=O)n1-c1cccc(Cl)c1)N1CCOCC1	-1	53*	-1.0	0.8	9	12	-5	·	-0.6
O=[N+]([O-])c1cc(S(=O)(=O)N2CCCCCC2)ccc1F	0	0	-12	0.3	19	12	-5	-2	1.9
COc1ccc(N(CC(=O)NCCSC2CCCCC2)S(C)(=O)=O)c(OC)c1	-2	0	1.7	-1.5	8	-5	-1	-3	0.0
COc1ccc(C2CC(c3cccs3)=NN2C(=O)CN2CCCCC2)cc1 (stereo not given)	-3	-3	0.2	0.8	6	-1	0	0	-0.6
Cc1nc(C(=O)NNC(=O)c2ccc(Cl)cc2)cs1	-1	12	3.0	1.6	6	5	9	1	0.4
COc1cccc(C2c3c(oc4cc(C)c(C)cc4c3=O)C(=O)N2CCCN(C)C)c1 (stereo not given)	1	3	1.4	0.0	6	-8	-2	0	-0.1
Cc1ccc(CN=c2c([N+](=O)[O-])nn(-c3ccc4c(c3)OCCO4)n2O)cc1	-3	3	-0.9	-0.8	7	-22	3	-1	0.0
CCN1CCN(C(=O)c2nn(-c3ccc(C)cc3)c(=O)c3c2c2ccccc2n3C)CC1	2	-5	0.3	-0.8	15	15	-2	-1	4.4
CCC(C(=O)N1CCN(C(=O)c2ccco2)CC1)c1ccccc1 (stereo not given)	1	-2	-0.5	-0.5	6&6	-32&4	-12	-2	-0.1
CN1CCN(c2ncnc3c2[nH]c2ccc(F)cc23)CC1	3	-9	6.0	0.1	12	-24	3	1	12
COc1ccc(-c2nc3n(n2)C(c2cccnc2)C(C(N)=O)=C(C)N3)cc1 (stereo not given)	·	1	-4.4	0.2	11	19	1	·	0.1
OC(CNC1CCCC1)COc1c(F)cc(Br)cc1F (stereo not given)	1	2	1.4	-0.3	6	-2	9	0	-0.9
COCC(C)NC(=O)c1cccc([N+](=O)[O-])c1 (stereo not given)	2	-6	0.1	2.4	4	23	-7	0	1.3
COc1ccc(N=Nc2cc(C)c(O)c(CN3CCCCC3)c2)cc1	-5	-5	-2.5	-0.8	18	-27	-5	-3	0.8
O=c1oc2c3c4c(cc2s1)CCCN4CCC3	-33	1	-2.5	-0.6	3	73*	3	10	-0.7
COc1ccc(OCC(O)Cn2c(=N)n(CCN3CCCCC3)c3ccccc32)cc1 (stereo not given)	4	-5	-5.3	-0.4	14	-29	1	0	1.4
OC(CNc1nc2ccccc2s1)c1ccccc1 (stereo not given)	1	0	5.5	1.6	13&12	-9&3	-8	1	6.9
COc1ccc(S(=O)(=O)n2nc(-n3c(C)ccc3C)c3c(F)cccc32)cc1OC	-6	1	-0.8	-1.4	7	49	-8	-3	0.4
NC(=O)C1CCN(c2nc(C3CC3)nc3c2nnn3Cc2ccccc2Cl)CC1	-7	-3	-0.8	-0.6	4	10	-3	-6	0.0
CCCCCOCC1CC(C/C(C)=N/NC(N)=S)C(=O)O1 (stereo not given)	-2	3	-2.6	2.2	9	7	3	0	-0.9
Nc1ccccc1OCCOCCOc1ccccc1N	-5	2	-7.0	0.1	2	-3	-3	-1	-0.1
COc1ccc(/C=C2\SC(=S)N(N3CCOCC3)C2=O)c(OC)c1	-22	11	1.2	0.6	10	10	5	-9	0.0
CC(NC(=O)c1ccccc1Br)c1nnc(SCc2ccc([N+](=O)[O-])cc2)n1C (stereo not given)	1	1	-1.7	1.1	8	-17	-3	2	0.0
CCN(CC)Cc1cc(CC(C(N)=O)C(N)=O)ccc1OC	1	2	0.1	1.8	9	14	-5	-1	0.1
CCc1cc2c(N[C@@H](C)C(=O)O)ncnc2s1	-4	-1	-1.5	0.8	7	22	-4	2	-0.2
Cc1oc2nc(SCCCC(=O)NCCO)nc(N)c2c1C	-4	0	-0.7	-0.1	5	-9	4	-1	-0.6
CC(C)OC(=O)COc1ccc(-c2ccccc2)cc1	-5	0	0.7	0.8	8	-7	-2	1	0.7
COC(=O)C(NC(C)=O)(Nc1nc2ccc(C)cc2s1)C(F)(F)F (stereo not given)	1	24	-0.3	-0.2	8	-1	-6	2	-0.1
CCN=C1SC(CC(=O)Nc2ccccc2)C(=O)N1CC (stereo not given)	1	-1	3.0	0.0	7	14	5	0	0.2
COCCCN=C1NN=C(c2cc(C)n(-c3ccccc3F)c2C)CS1	-5	1	-3.6	2.1	4	-5	6	0	2.4
O=C(NC1CC1)c1ccc(S(=O)(=O)NC2CCCCCC2)cc1	-1	2	-4.0	1.4	6	13	-1	-2	0.4
Cc1ccc(-n2nnnc2SCC(=O)N2CC(=O)Nc3ccccc32)cc1	-2	5	8.0	-1.2	-3	-21	2	-1	-0.6
Cn1c(=O)oc2cc(S(=O)(=O)Nc3cccc4c3CCCC4)ccc21	-5	-5	-2.7	-1.0	2	-66	-10	-1	-0.5
